FN deposit inh = fibronectin deposition inhibition. AH1F fibroblasts, Alexa488-fibronectin deposition fluorescence, overnight. inhibition, % at 12.6 µM. 350,000 tested, 0.086% active. AID 743247;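 active = mean inhibition across replicates of 30% or more, regardless of how many single replicates reach that level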;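 note: positive control wells lacked labelled fibronectin entirely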
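Assay system: AH1F fibroblasts assembling fluorescent fibronectin matrix; Amount: 10000 AH1F cells per well; Buffer or medium: DMEM, 2% serum; Probe or stimulus: Alexa488-fibronectin, 24 nM final in well; Doses: single compound dose, delivered by pin transfer; Incubation: 1 h adhesion, overnight exposure; Measured by: fluorescence 485/525 nm; Read-out: fibronectin deposition inhibition.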
Cneo AK release = Cryptococcus neoformans lysis via adenylate kinase release; lysis activity, % at 15 µM; AID 651654; C. neoformans lysis, adenylate kinase release luminescence, 4 h; normalised: neutral wells 0, clomiphene wells 100; 360,000 tested, 0.2% active;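 active = mean lysis activity across replicates of at least 80%, whatever share of replicates individually reach that level; inactive = mean lysis activity below 80%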
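Material: C. neoformans cells; Schedule: 4 h static compound exposure, 37 °C, read 1 h post-reagent; Measured by: adenylate kinase release luminescence; Read-out: signal increase indicating cell lysis; Controls: Clomiphene as positive lysis control.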
LGR2 antag = inhibitors of bursicon-induced Drosophila LGR2 receptor cAMP signaling; inhibition, % at 9.99 µM; HEK293 LGR2, CRE-luciferase, bursicon-stimulated, 4 h; 380,000 tested, 0.35% active; AID 720647;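 active = drop in luminescence signal, shown as inhibition above about 50% in the replicate tests, limit read from the data, passing the limit was not always enough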;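 note: agonist challenge used bursicon conditioned medium at about half maximal strength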
EWS-Fli inh = inhibitors of EWS/Fli oncoprotein transcriptional activity; A673 NR0B1-luciferase reporter, viability-normalised; inhibition, % at 12.6 µM; 350,000 tested, 0.67% active;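 active = mean inhibition of at least 50% after viability correction, with every replicate also passing that limit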;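 note: firefly luciferase signal divided by Alamar Blue viability fluorescence both relative to DMSO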
PGC1a acetyl inh = PGC1a acetylation modulation, inhibitor mode. 350,000 tested, 0.17% active. inhibition, % at 15.6 µM. AID 651687. U2OS PGC1a acetylation, AlphaScreen anti-acetyl-lysine; with virally co-expressed GCN5 acetyltransferase;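 active = every replicate shows inhibition of at least 40%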;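 note: 0% = neutral control wells and 100% = positive control wells; some results beyond the cut were filed as inactive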
PAX8 inh HTS = PAX8 transcriptional activity inhibition; RMG-I TPO-luciferase reporter, SteadyGlo, 24 h; inhibition, % at 12.6 µM; 360,000 tested, 1.2% active;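 active = mean replicate inhibition at least 60% with every replicate also reaching 60%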;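 note: luciferase light reporting Pax8 driven TPO promoter activity; plate controls were median of neutral control wells for no effect and mitoxantrone controls for full effect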
miR-122 sensor = blocks miR-122 activity in Huh7 sensor cells. Huh7 miR-122 Renilla luciferase sensor, 48 h; neutral wells = 0, positive control = 100. activation (reporter increase), % at 12.5 µM. 340,000 tested, 0.3% active. AID 602342;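 active = mean replicate activation score at least 90 and every replicate individually at or above 90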;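 note: higher luciferase means less miR-122 activity so hits act as miR-122 inhibitors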
CASP6 VEID inh = inhibitors of human caspase-6. purified caspase-6, Z-VEID-R110 cleavage fluorescence. 350,000 tested, 0.53% active. inhibition, % at 12.5 µM. P55212;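 active = mean inhibition across replicates at least about 35%, with every replicate also reaching that limit, limit read from the data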;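 note: 0% = median of neutral control wells and 100% = no fluorescence left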
Target sequence (P55212 24-179 limits assumed): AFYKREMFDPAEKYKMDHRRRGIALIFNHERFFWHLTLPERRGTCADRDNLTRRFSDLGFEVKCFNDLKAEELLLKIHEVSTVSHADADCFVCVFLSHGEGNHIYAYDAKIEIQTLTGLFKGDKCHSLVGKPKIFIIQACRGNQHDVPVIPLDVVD
Target sequence (P55212 194-293 limits assumed): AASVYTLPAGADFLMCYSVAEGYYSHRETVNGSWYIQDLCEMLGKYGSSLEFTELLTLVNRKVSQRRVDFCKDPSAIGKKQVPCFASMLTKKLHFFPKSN
* marks the source's active call; other numbers are inactive results; · = no result given; [ ] = dose if it differs, or a comment. Random draw from the library; overall some 2.5% were active at least once.

nr	SMILES	PGC1a acetyl inh	CASP6 VEID inh	miR-122 sensor	EWS-Fli inh	Cneo AK release	FN deposit inh	LGR2 antag	PAX8 inh HTS
1	CS(=O)(=O)c1cccc(C(=O)N(CCc2ccccc2)Cc2cccs2)c1	·	-6	·	-2	2	3	-7	-12
2	CC(=O)c1ccc(NC(=O)CN2C(=O)/C(=C/C=C/c3ccccc3)SC2=S)cc1	3	0	-1	0	·	·	-22	-34
3	C[C@@H]1CN([C@H](C)CO)C(=O)c2cc(C3=CCCCC3)cnc2O[C@@H]1CN(C)C(=O)Cc1ccccc1	8	4	-1[16.7 µM]	4	-2	·	2	3
4	Cc1cccc(NC(=O)COc2ccc(-c3nn(C)c(=O)c4ccccc34)cc2)c1	·	3	-7	3	6	2	9	10
5	COC(=O)[C@]12CCCCC=C1N(Cc1ccc3c(c1)OCO3)C(=O)[C@H](CC(=O)NCc1cccc(C(F)(F)F)c1)C2	·	7	·	-2	·	2	10	-22
6	Cc1csc(NC(=O)c2cccnc2Cl)n1	2	-1	-6	-43	4	1	-31	-55
7	C[C@H](O)C#Cc1ccc([C@H]2[C@H]3CN(S(=O)(=O)c4ccccc4)CCCCN3[C@H]2CO)cc1	8	-3	-1[16.7 µM]	7	-1	·	13	31
8	Cc1nc(-c2ccc(S(=O)(=O)Nc3ccc(Br)cc3Cl)s2)cs1	·	2	7	-1	7	6	·	6
9	CCC(=O)Nc1cccc(NC(=S)NC(=O)c2ccccc2)c1	·	2	·	40	·	·	-14	-76
10	O=C(NCCCn1ccnc1)c1cc(S(=O)(=O)N2CCOCC2)c(Cl)cc1Cl	11	·	3	·	-3	2	·	-1
11	O=C(C(=O)N1CCN(S(=O)(=O)c2ccc(Cl)cc2)CC1)c1cccc(C(F)(F)F)c1	·	-1	·	-3	·	11	-12	-1
12	CN(CC(=O)NCCc1ccc(F)cc1)CC(=O)Nc1ccc(F)c(F)c1F	1	2	1	3	·	-8	1	28
13	Cc1cc(C)c(CC(=O)c2ccccc2)c(C)c1	2	-1	-9	-5	1	-1	12	-19
14	Cc1cccc(C)c1OCC(=O)Nc1ccc2c(c1)OCCO2	-1	0	5	·	-4	-15	-52	-138
15	Cc1ccccc1NC(=O)NCCCN1CCN(C)CC1	4	-5	4	9	-1	-2	1	12
16	O=[N+]([O-])c1ccccc1S(=O)(=O)N1CCN(c2ccccc2)CC1	0	-1	-2	-2	-1	-3	17	-1
17	CC(C)NC(=O)Nc1ccc2c(c1)C(=O)N([C@H](C)CO)C[C@@H](C)[C@@H](CN(C)C(=O)Nc1ccc(C(F)(F)F)cc1)OCCCC[C@@H](C)O2	-22	1	-6[16.7 µM]	28	-2	·	-12	8
18	Cn1ccnc1SCC(=O)N1CCN(S(=O)(=O)c2ccccc2)CC1	-9	0	-4	-2	-3	·	-16	0
19	C=CC[C@H](CC(=O)NCCO)C(=O)NCCOC(=O)[C@@H](CC=C)Cc1ccc(F)cc1	-3	1	-1	-11	-2	-3	6	15
20	O=C(Nc1ccc(Cl)c(Cl)c1)N[C@@H]1CC[C@H](CCn2cc(C3CC3)nn2)O[C@@H]1CO	-10	-1	·	35	-3	15	6	17
21	c1ccc(Nc2nc(-c3ccccc3)nc3ccccc23)cc1	-21	2	-1	24	0	1	-1	36
22	CN(C(=O)CSc1ncnc2sccc12)C1CCS(=O)(=O)C1 (configuration not stated)	0	3	·	0	-1	-11	4	7
23	COC(=O)c1c(N2C(=O)Nc3ccccc3N2O)sc(C)c1C	·	0	-5	-13	1	-3	8	2
24	Cc1ccc(S(=O)(=O)c2nc(-c3ccco3)oc2SC(C)C)cc1	-21	6	35	-11	-2	7	-5	-7
25	O=S(=O)(c1ccc(F)cc1)N1C[C@H]2[C@@H](c3ccccc31)[C@H](CO)N2Cc1ccccc1Cl	-24	-7	-7[16.7 µM]	60*	3	-7	1	109*
26	OCC[C@@H]1C[C@H](O)[C@@H](O)[C@@]2(OCCCc3cc(C(F)(F)F)ccc32)O1	-5	2	-4	5	1	-1	10	-9
27	O=C(CSC(=O)c1ccccc1)Nc1ccccc1F	13	0	7	-6	0	-8	-13	1
28	COc1cccc(-c2ccc3c(c2)O[C@@H](CN(C)C(=O)c2ccccc2F)[C@H](C)CN([C@@H](C)CO)S3(=O)=O)c1	-37	-8	17[16.7 µM]	15	0	·	5	40
29	C[C@H]1CN([C@@H](C)CO)S(=O)(=O)c2ccc(-c3cncnc3)cc2O[C@H]1CN(C)Cc1cncnc1	2	1	-5[16.7 µM]	12	1	·	6	-33
30	COc1ccccc1C(=O)Nc1ccc2c(c1)OC[C@H](C)N(C(C)=O)C[C@@H](C)[C@H](OC)CN(C)C2=O	5	·	·	-8	-1	9	-12	12
31	CC1(C)CC(NC(=O)c2ccccc2NS(=O)(=O)c2ccc(Br)cc2)CC(C)(C)N1	3	-3	9	7	-1	-3	-2	3
32	COc1ccc(C2c3c(ncn(CCCN4CCOCC4)c3=N)Oc3ccc4ccccc4c32)cc1OC (configuration not stated)	·	3	·	2	·	0	·	16
33	O=C(C[C@H]1CC[C@@H]2[C@H](COC[C@@H](O)CN2Cc2ccc(Cl)cc2)O1)NCc1cccc(F)c1	-9	·	-1[16.7 µM]	·	2	-3	0	·
34	Cc1ccc(-n2cc(CNCCN3CCOC3=O)c(-c3cccc(C)c3)n2)cc1	·	5	·	-20	·	-15	14	-17
35	COc1ccc(S(=O)(=O)NCC(c2ccco2)N2CCc3ccccc3C2)cc1 (configuration not stated)	·	2	10	4	-1	·	12	-3
36	COc1ccc(CCNC(=O)Nc2ccc([N+](=O)[O-])cc2)cc1OC	·	0	·	-5	·	·	-8	11
37	Cc1cccc(N2CCN(C(=O)c3ccc(NC(=O)CC4SC(N5CCCC5)=NC4=O)cc3)CC2)c1C (configuration not stated)	8	1	-2	3	-1	7	12	33
38	CC1CCN(C(=O)c2ccc(N3C(=O)c4ccccc4C3=O)cc2)CC1	6	2	-7	2	0	-1	6	-8
39	O=C(CCC(=O)N1CCN(c2ccc(O)cc2)CC1)c1cccs1	-3	4	0	-22	·	10	-21	-16
40	CCCNC(=O)N1CCC(n2nccc2NC(=O)CCOc2ccccc2)CC1	·	-2	·	·	29	-2	7	13
41	CC1(C(=O)NCc2cccs2)Cc2c(-c3cccc(C(F)(F)F)c3)ccnc2O1 (configuration not stated)	-8	7	31	55*	3	9	1	37
42	CCC/C(C)=C/c1ccc(CC)cn1	·	1	·	-5	1	6	-10	24
43	O=C(COc1ccccc1Cl)N1CCNC1=O	·	8	·	2	·	5	-12	5
44	O=C(NCc1ccncn1)[C@@H]1[C@@H](CO)[C@@H]2Cn3c(ccc(-c4ccncc4)c3=O)[C@@H]2N1CC1CC1	·	1	4[16.7 µM]	-1	0	·	-4	·
45	COC(=O)/C=C1\S/C(=N/N=C/c2ccc(Cl)cc2)NC1=O	-3	-2	0	0	-8	-4	0	-3
46	Cc1ccc(/C=C(\NC(=O)c2ccc(C)cc2)C(=O)NCCCn2ccnc2)cc1	0	-14	62	9	-2	-23	11	16
47	CCn1c(NC(=O)c2ccccc2)nc2ccccc21	3	0	3	-21	-3	-5	-16	-19
48	CCc1ccc(C(=O)CSc2nc(N)cc(=O)[nH]2)cc1	-2	-1	-2	-4	1	-10	-5	5
49	COc1cccc(CNC(=O)CC2C(=O)NCCN2Cc2ccoc2)c1OC (configuration not stated)	-18	0	-6	1	0	13	6	11
50	CCN(CC(=O)NCc1ccc(Cl)cc1)C(=O)COc1ccc(C)cc1C	1	3	·	·	7	1	12	-5

Ordered by length of the SMILES (rising): some entries from above.
nr	SMILES	PGC1a acetyl inh	CASP6 VEID inh	miR-122 sensor	EWS-Fli inh	Cneo AK release	FN deposit inh	LGR2 antag	PAX8 inh HTS
43	O=C(COc1ccccc1Cl)N1CCNC1=O	·	8	·	2	·	5	-12	5
50	CCN(CC(=O)NCc1ccc(Cl)cc1)C(=O)COc1ccc(C)cc1C	1	3	·	·	7	1	12	-5
44	O=C(NCc1ccncn1)[C@@H]1[C@@H](CO)[C@@H]2Cn3c(ccc(-c4ccncc4)c3=O)[C@@H]2N1CC1CC1	·	1	4[16.7 µM]	-1	0	·	-4	·

Further entries follow.
nr	SMILES	PGC1a acetyl inh	CASP6 VEID inh	miR-122 sensor	EWS-Fli inh	Cneo AK release	FN deposit inh	LGR2 antag	PAX8 inh HTS
51	COc1ccc(S(=O)(=O)Nc2cccc3c2O[C@H](CN(C)Cc2ccc(Cl)c(Cl)c2)[C@H](C)CN([C@H](C)CO)C3=O)cc1	-2	·	-6[16.7 µM]	-4	·	0	3	·
52	C[C@@H]1CCCCO[C@@H](CN(C)C(=O)c2ccccc2)[C@@H](C)CN([C@H](C)CO)C(=O)c2cc(NC(=O)CCCCCC(=O)Nc3ccccc3N)ccc2O1	-3	0	-9[16.7 µM]	10	-3	7	-10	-5
53	CCN(CC(=O)Nc1c(F)cccc1F)C(=O)C1CCN(C(=O)Nc2ccccc2)CC1	-6	0	1	-15	-1	-4	1	9
54	O=C(CN1CCN(S(=O)(=O)c2ccccc2)CC1)NC1CC1	-2	-1	3	11	0	-1	0	7
55	Cn1c(=O)c2cc(NC(=S)NC3CCCCC3)ccc2n1Cc1ccc(Cl)cc1	-13	-4	-3	-8	-1	6	1	-8
56	Cc1ccc(S(=O)(=O)N(C)C[C@@H]2OCCCC[C@@H](C)Oc3ccc(NC(=O)c4ccncc4)cc3C(=O)N([C@@H](C)CO)C[C@H]2C)cc1	-7	1	-1[16.7 µM]	-8	13	10	-5	8
57	O=C1C(=O)N(c2ccc(O)cc2)C(c2ccccc2[N+](=O)[O-])/C1=C(\O)c1ccccc1 (configuration not stated)	-5	4	26	3	-1	-8	-16	13

In another format: entries from further up.
[55] Cn1c(=O)c2cc(NC(=S)NC3CCCCC3)ccc2n1Cc1ccc(Cl)cc1
[53] CCN(CC(=O)Nc1c(F)cccc1F)C(=O)C1CCN(C(=O)Nc2ccccc2)CC1
[52] C[C@@H]1CCCCO[C@@H](CN(C)C(=O)c2ccccc2)[C@@H](C)CN([C@H](C)CO)C(=O)c2cc(NC(=O)CCCCCC(=O)Nc3ccccc3N)ccc2O1

assay / entry | 55 | 53 | 52
PGC1a acetyl inh | -13 | -6 | -3
CASP6 VEID inh | -4 | 0 | 0
miR-122 sensor | -3 | 1 | -9[16.7 µM]
EWS-Fli inh | -8 | -15 | 10
Cneo AK release | -1 | -1 | -3
FN deposit inh | 6 | -4 | 7
LGR2 antag | 1 | 1 | -10
PAX8 inh HTS | -8 | 9 | -5
